Assay outcomes as filed in PubChem.
HT29 cell growth-1 – HT29 colon tumor cell growth inhibition, primary screen, imaging, high content imaging, 24 h, CellTiter-Glo (AID 770); 3,300 tested, under 10 active; HT29 cell number by imaging, 24 h; stronger effect = higher value; growth inhibition, % at 10 µM;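 active = growth inhibition above 90% in viable cell count at a single dose; inactive = growth inhibition below 90%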
AID772 – HT29 colon tumor cell growth inhibition, primary screen, imaging, high content imaging, 72 h, CellTiter-Glo (AID 772); HT29 cell growth, HCS imaging cell count, 72 h; stronger effect = higher value; growth inhibition, % at 10 µM; 3,300 compounds, 0.6% hits;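 active = growth inhibition above 90%, meaning viable cell count cut by more than 90% versus vehicle controls; inactive = growth inhibition below 90%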
AID364 – Jurkat cell viability reduction – Jurkat E6.1, NIH starter set, primary screen (AID 364). Jurkat E6.1 viability, ATP luminescence, 48 h; higher % means a stronger effect. one-dose inhibition, % at 4 µM; CC50 in µM for titrated hits. 3,300 compounds, 2% hits;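 active = concentration giving half-maximal inhibition at or below 20 micromolar; inactive = half-maximal concentration above 20 micromolar, or not dose tested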;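 also: 100% = cells treated with 4 µM doxorubicin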
HT29 cell growth-2 – HT29 colon tumor cell growth inhibition, primary screen, imaging, high content imaging, 48 h, CellTiter-Glo (AID 771); growth inhibition, % at 10 µM; HT29 cell growth, HCS imaging cell count, 48 h; stronger effect = higher value; 3,300 compounds, 2% hits;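 active = growth inhibition above 90%, meaning viable cell count by imaging cut by more than 90% versus vehicle controls; inactive = growth inhibition below 90%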;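 also: percent fewer viable cells counted by imaging than vehicle controls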
A549 NSCLC growth – A549 NSCLC cell proliferation inhibitors – ATP luminescence, human non-small cell lung line, primary screen (AID 371); growth inhibition, % at 10 µM; A549 growth inhibition, ATP luminescence; stronger effect = higher value; 3,300 compounds, 8.4% hits;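 active = mean growth inhibition over the two runs of 50% or more; inactive = mean growth inhibition under 50%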;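 also: compound exposure lasted 72 h before the ATP read; 0% = untreated cell signal and 100% = no luminescence left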
HT29 cell growth-1 condensed nuclei – second read-out of HT29 cell growth-1, no call of its own (marks repeat the call); condensed nuclei, %; measured here: percent cells with condensed nuclei;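 share of cells whose nuclear area falls below control median minus 1.5 SD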
HT29 cell growth-1 ATP viability – also measured in HT29 cell growth-1; calls as there; growth inhibition, %; measured here: ATP CellTiter-Glo viability
HT29 cell growth-2 condensed nuclei – also measured in HT29 cell growth-2; calls as there; condensed nuclei, %; measured here: percent cells with condensed nuclei;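 condensed means Hoechst nuclear area under control median minus 1.5 SD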
HT29 cell growth-2 ATP viability – further read-out of HT29 cell growth-2, marked with its call; growth inhibition, %; measured here: ATP CellTiter-Glo viability inhibition
AID772 condensed nuclei – recorded beside AID772, whose call it bears; condensed nuclei, %; measured here: percent cells with condensed nuclei;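 condensed means nuclear area below control median minus 1.5 SD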
AID772 second – further read-out of AID772, marked with its call; growth inhibition, %; measured here: ATP CellTiter-Glo viability
An asterisk follows results filed as active; x = not tested or not shown. These rows are one share of the data; count on the stated rates, not on these rows.

Compound | HT29 cell growth-1 | HT29 cell growth-1 condensed nuclei | HT29 cell growth-1 ATP viability | AID772 | AID772 condensed nuclei | AID772 second | AID364 | HT29 cell growth-2 | HT29 cell growth-2 condensed nuclei | HT29 cell growth-2 ATP viability | A549 NSCLC growth
Cc1nc2sccn2c(=O)c1CCN1CCC(=C(c2ccccc2)c2ccc(F)cc2)CC1 | -14 | 2.6 | -2 | 30 | 6 | 7 | 2% | 2 | 3.2 | x | 88*
COc1ccc(OC)c(N=C(C)C2=C(O)COC2=O)c1 | 23 | 1.9 | 8 | 57 | 4 | 40 | 20% | 51 | 2.6 | 9 | 39
COCCCNc1nc2c(c(=O)[nH]c(=O)n2C)n1CC(O)COc1ccccc1 (centres undefined) | -19 | 2.9 | -8 | -81 | 3 | -73 | 0% | -20 | 5.3 | -26 | 14
CC1(C)Cc2c(c(-c3ccccc3)[nH]c(=O)c2C#N)CS1 | 28 | 4.4 | 1 | 66 | 1 | 23 | 6% | 41 | 3.6 | 28 | 3
COc1ccc(N2C(=O)CC(N(Cc3ccc(S(N)(=O)=O)cc3)C(C)=O)C2=O)cc1 (centres undefined) | 22 | 5.9 | 0 | -10 | 3 | -41 | -2% | 31 | 7.6 | -5 | 1
O=C1C(=O)N(Cc2cccnc2)C(c2ccccn2)/C1=C(/O)c1ccc(F)cc1 (centres undefined) | -17 | 4.3 | -2 | 18 | 2 | -15 | -12% | -35 | 1.2 | -11 | 2
CCc1nc(NCC(C)C)c(C#N)c2c1COC(C)(C)C2 | -37 | 2.5 | -7 | 46 | 3 | -53 | 10% | -4 | 2.1 | -15 | 9
CCCSc1ccc2nc(NC(=O)OC)[nH]c2c1 | 65 | 31 | 7 | 50 | 22 | 84 | 0.39µM* | 90* | 33* | x | 53*
C=CCSc1nnc2n(-c3ccccc3OC)c(=O)c3c4c(sc3n12)CCC4 | 6 | 4.0 | -13 | -30 | 3 | -65 | 3% | 20 | 9.0 | 8 | 19
CCOC(=O)c1c(SC)nc(SC)c2c1CCC2 | 4 | 4.5 | 3 | -37 | 3 | -48 | 4% | 31 | 1.6 | -6 | 9
CC(=O)OCC(=O)[C@@]1(O)CC[C@H]2[C@@H]3CCC4=CC(=O)C=C[C@]4(C)[C@H]3[C@@H](O)C[C@@]21C | -23 | 3.3 | -2 | -3 | 7 | 4 | 4% | 7 | 4.7 | x | 22
COc1ccc(/C(O)=C2/C(=O)C(=O)N(CCCN(C)C)C2c2cccc(Cl)c2)cc1OC (centres undefined) | 2 | 1.8 | 6 | 10 | 5 | 5 | -4% | 28 | 5.6 | 19 | -6
c1ccc(CN2CCN(c3nc(-c4ccccn4)nc4ccccc34)CC2)cc1 | 2 | 2.7 | 15 | 74 | 22 | 80 | 18% | 80 | 0.9 | 55 | 60*
CN(C)C/C(Cl)=C(\Cl)c1ccccc1 | -1 | 3.0 | 2 | -13 | 9 | -19 | 24% | 11 | 3.0 | -2 | 18

Full records from above. Screens in order: HT29 cell growth-1, HT29 cell growth-1 condensed nuclei, HT29 cell growth-1 ATP viability, AID772, AID772 condensed nuclei, AID772 second, AID364, HT29 cell growth-2, HT29 cell growth-2 condensed nuclei, HT29 cell growth-2 ATP viability, A549 NSCLC growth
c1ccc(CN2CCN(c3nc(-c4ccccn4)nc4ccccc34)CC2)cc1 as listed: 2, 2.7, 15, 74, 22, 80, 18%, 80, 0.9, 55, 60*
CC1(C)Cc2c(c(-c3ccccc3)[nH]c(=O)c2C#N)CS1 as listed: 28, 4.4, 1, 66, 1, 23, 6%, 41, 3.6, 28, 3
CN(C)C/C(Cl)=C(\Cl)c1ccccc1 as listed: -1, 3.0, 2, -13, 9, -19, 24%, 11, 3.0, -2, 18
C=CCSc1nnc2n(-c3ccccc3OC)c(=O)c3c4c(sc3n12)CCC4 as listed: 6, 4.0, -13, -30, 3, -65, 3%, 20, 9.0, 8, 19
CCCSc1ccc2nc(NC(=O)OC)[nH]c2c1 as listed: 65, 31, 7, 50, 22, 84, 0.39µM*, 90*, 33*, x, 53*

In the list so far, two contain a cyano group.
Compound | HT29 cell growth-1 | HT29 cell growth-1 condensed nuclei | HT29 cell growth-1 ATP viability | AID772 | AID772 condensed nuclei | AID772 second | AID364 | HT29 cell growth-2 | HT29 cell growth-2 condensed nuclei | HT29 cell growth-2 ATP viability | A549 NSCLC growth
CC1(C)Cc2c(c(-c3ccccc3)[nH]c(=O)c2C#N)CS1 | 28 | 4.4 | 1 | 66 | 1 | 23 | 6% | 41 | 3.6 | 28 | 3
CCc1nc(NCC(C)C)c(C#N)c2c1COC(C)(C)C2 | -37 | 2.5 | -7 | 46 | 3 | -53 | 10% | -4 | 2.1 | -15 | 9
